Compound activity (PubChem BioAssay)
tim10-1 inh: tim10-1 yeast growth inhibition | inhibition, % at 20 µM | 330,000 compounds, 2.2% hits | S. cerevisiae tim10-1 ts strain growth, BacTiter-Glo, 24 h;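 active = inhibition of at least 40%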;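 also: mutant grown at 25 °C; 0% = DMSO wells with yeast and 100% = wells holding no yeast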
mIAP act: increases mouse intestinal alkaline phosphatase activity; muIAP, CDP-Star luminescence, 30 min; hits give high values; 1 = vehicle-only enzyme signal, 0 = enzyme-free wells; activation factor at 10 µM; 330,000 compounds, 0.24% hits; AID 2805;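 active = activation factor of at least 2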; also: the source names both 10 and 20 µM as test concentration; values of inactives mirror those of a sister screen read the other way
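Assay system: mouse IAP enzyme; reagent: chemiluminescent substrate CDP-Star; dosing: test compounds delivered from DMSO solution; schedule: 30 min at room temperature; measured by: luminescence from enzymatic CDP-Star hydrolysis; controls: DMSO-only wells and no-enzyme negative control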
TIM10 inh: growth inhibitors of TIM10 yeast strain; inhibition, % at 10 µM; S. cerevisiae TIM10 strain growth, BacTiter-Glo luminescence, 24 h; 330,000 compounds, 1.4% hits;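 active = inhibition of 40% or more at the single tested concentration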;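 also: wild-type TIM10 isogenic control strain grown at permissive 25 °C; 0% = DMSO yeast wells and 100% = minimal medium wells without yeast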
NALP3 yeast inh: NALP3 inhibition in yeast | Yeast reconstituted NLRP3/ASC/caspase-1, beta-gal luminescence, 24 h | 330,000 compounds, 0.39% hits | inhibition, % at 10 µM | AID 2825;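 active = inhibition of 50% or more; inactive = inhibition below 50%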;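 also: plate controls were induced DMSO wells for no effect and uninduced yeast grown without galactose for full effect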
ATG4B inh: blocks human ATG4B protease cleavage of LC3 substrate. ATG4B cleavage of LC3-PLA2, NBD-HPC fluorescence, 1 h. 340,000 compounds, 0.51% hits. Q9Y4P1. inhibition, % at 8.33 µM; in the data active = inhibition above about 40%
Target sequence (Q9Y4P1 whole entry, looked up): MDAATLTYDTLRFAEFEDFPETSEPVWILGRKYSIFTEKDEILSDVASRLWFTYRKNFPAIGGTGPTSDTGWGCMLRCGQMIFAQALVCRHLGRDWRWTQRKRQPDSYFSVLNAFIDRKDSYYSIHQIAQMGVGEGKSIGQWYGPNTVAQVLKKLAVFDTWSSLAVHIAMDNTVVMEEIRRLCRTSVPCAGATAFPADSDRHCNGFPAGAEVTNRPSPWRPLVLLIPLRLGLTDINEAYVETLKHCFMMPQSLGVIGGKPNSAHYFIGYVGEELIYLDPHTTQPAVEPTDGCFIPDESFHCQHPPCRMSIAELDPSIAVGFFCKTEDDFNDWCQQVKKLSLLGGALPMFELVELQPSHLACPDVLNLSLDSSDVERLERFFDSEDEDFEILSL
hIAP inh: blocks human intestinal alkaline phosphatase | AID 2544 | inhibition, % at 10 µM | 330,000 compounds, 0.12% hits | purified IAP, CDP-Star luminescence, 30 min;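 active = inhibition reaching a set limit with compound at 10 µM in the primary screen, cut at about 35% in these data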;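 also: plate controls were DMSO wells with enzyme for no effect and no-enzyme buffer wells for full effect; values of inactives mirror those of a sister screen read the other way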
Target sequence (P09923 whole entry, looked up): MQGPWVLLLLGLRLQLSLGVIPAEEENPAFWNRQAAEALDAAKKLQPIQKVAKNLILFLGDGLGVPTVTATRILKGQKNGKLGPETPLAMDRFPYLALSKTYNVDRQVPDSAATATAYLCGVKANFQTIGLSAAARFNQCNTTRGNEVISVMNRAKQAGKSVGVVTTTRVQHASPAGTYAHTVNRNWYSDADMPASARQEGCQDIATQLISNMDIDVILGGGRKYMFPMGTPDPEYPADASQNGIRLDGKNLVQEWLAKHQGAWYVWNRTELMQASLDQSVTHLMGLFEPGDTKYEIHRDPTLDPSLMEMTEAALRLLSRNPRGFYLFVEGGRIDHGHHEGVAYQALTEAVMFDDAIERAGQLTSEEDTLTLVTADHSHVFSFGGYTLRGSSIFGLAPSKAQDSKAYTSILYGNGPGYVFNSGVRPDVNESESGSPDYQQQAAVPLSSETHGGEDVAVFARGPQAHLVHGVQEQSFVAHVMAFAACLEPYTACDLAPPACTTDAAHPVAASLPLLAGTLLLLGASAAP
Apaf1 inhib: inhibitors of human Apaf-1 apoptosome | reconstituted apoptosome caspase-3 activity, DEVD-Rh110 fluorescence | inhibition, % at 20 µM | 330,000 compounds, 0.71% hits | AID 489030; active = inhibition of at least 40% at 20 µM;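 also: plate controls were DMSO wells for no effect and DEVD-CHO caspase inhibitor wells for full effect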
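Material: cell-free apoptosome with Apaf-1, procaspase-3 and caspase-9; Buffer or medium: Hepes pH 7.5 with detergent and BSA; Reagent: cytochrome c trigger plus (Z-DEVD)2-Rh110 caspase-3 substrate; Times: compound with Apaf-1, dATP, procaspase-3 30 min, then 50 min reaction, room temperature; Technique: Rh110 fluorescence intensity.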
mIAP inh: blocks mouse intestinal alkaline phosphatase; purified mouse IAP, CDP-Star luminescence, 30 min; inhibition, % at 10 µM; 330,000 compounds, 0.2% hits;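 active = inhibition of at least 40% at 10 µM in the primary screen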;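 also: plate controls were DMSO with enzyme for no effect and no enzyme wells for full effect; values of inactives mirror those of a sister screen read the other way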
hIAP activ: human IAP activation | P09923 | purified human IAP, CDP-Star luminescence, 30 min; hits give high values; 1 = vehicle-only enzyme, 0 = enzyme-free background | activation factor at 10 µM | 330,000 compounds, 0.16% hits | AID 2524;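 active = activation factor of the enzyme at least 2-fold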; also: the source names both 10 and 20 µM as test concentration; values of inactives mirror those of a sister screen read the other way
The depositor's hits bear a star.

The line under a structure holds: tim10-1 inh	mIAP act	Apaf1 inhib	NALP3 yeast inh	hIAP activ	TIM10 inh	mIAP inh	ATG4B inh	hIAP inh
Cc1cc(S(=O)(=O)N2CCC3(CC2)OCCN3S(=O)(=O)c2cccs2)ccc1F
→ 1	1	14	15	0.99	12	-3	3	1
CN(C)c1cc[n+](CC(=O)Nc2cccc([N+](=O)[O-])c2)cc1
→ -7	1	0	13	1	1	-3	1	0
CCOCc1c(C(=O)NCc2ccccc2CN2CCCC2)oc2ccccc12
→ 14	1.2	21	29	1	0	-15	-1	0
O=C(/C=C/c1ccccc1)NCCS(=O)(=O)N1CCN(c2ccccc2F)CC1
→ 14	0.95	11	27	1.1	7	5	-3	-6
CC1(C)CC(NC(=O)CC(c2ccccc2)c2ccccc2)CC(C)(C)N1
→ 0	0.99	0	9	0.93	4	1	-9	8
O=C(CNC(=O)c1ccc(Br)o1)NCc1ccccc1Cl
→ 15	1	11	15	0.95	-3	-3	2	5
CCOC(=O)c1cccc(NC(=O)c2c(NCc3ccccc3)[nH]c(=O)[nH]c2=O)c1
→ 4	0.86	17	10	0.97	4	14	0	3
Cc1ccc(-c2nc(NCc3ccc(F)cc3)n(S(C)(=O)=O)n2)cc1
→ 19	0.98	10	19	1	17	2	3	-2
COc1ccc(OC)c(Cc2nnc(CCC(=O)NCc3nc4ccccc4s3)o2)c1
→ -6	1	11	-16	1.2	1	-3	10	-22
CCOC(=O)N1CCC(N2CC34C=CC(O3)C(C(=O)Nc3ccc(F)cc3)C4C2=O)CC1 (centres undefined)
→ -5	1	2	-4	0.95	4	0	3	5
CCC1(c2ccc(F)cc2)NC(=O)N(CC(=O)Nc2cc(C)on2)C1=O (centres undefined)
→ 8	1	-5	9	0.87	3	-3	-1	13
CCOC(=O)CCc1c(C)c2ccc(OCc3nn[nH]n3)c(C)c2oc1=O
→ 6	0.98	5	5	0.9	7	2	-12	10
CCOc1cc(N2CCOCC2)c(OCC)cc1NC(=O)COC(=O)[C@H](Cc1c[nH]c2ccccc12)NC(C)=O
→ 3	1	-2	13	0.97	10	0	1	3
CC(C)(C)c1ccc(OCC(=O)N/N=C/c2cc(Br)ccc2OC(=O)c2ccco2)cc1
→ 6	0.79	21	15	1.2	9	21	-4	-18
O=C(COc1ccc(F)cc1)N(CC1=CCS(=O)(=O)C1)c1ccccc1
→ 16	0.96	-5	8	1	-13	4	-14	-2
COc1ccc(C)cc1-n1nnnc1SCn1nnc2ccccc2c1=O
→ 28	0.94	9	3	0.89	26	6	-7	11
O=C(c1ccccc1)c1c[nH]c(C(=O)C(Cl)(Cl)Cl)c1
→ -19	0.99	-4	-10	1	-39	1	-6	-1
Cc1ccc(NC(=O)c2ccc3[nH]c(=O)c(=O)[nH]c3c2)nc1
→ 16	1	-4	-10	1.1	-5	0	2	-15
CCOc1ccccc1N(CC(=O)Nc1ccc(S(=O)(=O)N2CCOCC2)cc1)S(=O)(=O)c1ccccc1
→ -5	1.7	9	3	0.91	6	-74	-15	9
NC(=O)c1ccsc1NC(=O)COC(=O)COc1ccc(C=O)cc1
→ 2	0.9	-7	15	0.99	5	10	-11	1
CN1CCN(CC(O)COC(c2ccc(Cl)cc2)c2ccc(Cl)cc2)CC1 (centres undefined)
→ 14	0.99	14	27	1.1	-15	1	-8	-9
O=C(COC(=O)C1CCN(c2ccc(C(F)(F)F)cn2)CC1)Nc1cc(F)ccc1F
→ 22	0.91	21	27	0.87	18	9	-9	13
Cc1ccc(C(=O)/C=C/c2ccc(-c3ccccc3[N+](=O)[O-])o2)cc1
→ 37	0.81	28	23	0.97	39	18	3	3
COCCNC(=O)c1ccc(NC(=O)C2(c3ccccc3)CCCC2)cc1
→ 22	0.99	-4	5	0.96	-15	1	-10	4
CN1CCN(C(=O)C2CC(=O)N(c3ccc(F)c(Cl)c3)C2)CC1 (centres undefined)
→ -18	1	6	15	0.84	-10	-5	-5	16
O=C(Nc1cc(C(=O)Nc2ccccc2C(=O)O)cc(C(=O)Nc2ccccc2C(=O)O)c1)c1ccccc1
→ 7	0.93	23	1	1.1	0	7	68*	-14
CCn1c(C(=O)NCc2cccnc2)cc2sc(Cl)cc21
→ 11	1.1	20	10	1.1	5	-13	-6	-11
CCCC1(c2ccccc2)NC(=O)N(CC(=O)NCc2ccc(OC)cc2)C1=O (centres undefined)
→ 3	0.97	6	8	1.1	11	3	2	-7
CSCCC(NC(=O)c1ccc(Cl)cc1Cl)C(=O)N1CCCCCCC1 (centres undefined)
→ 31	0.91	12	6	0.82	32	9	9	18
COc1ccccc1OCc1ccc(C(=O)NC2CCCCC2)o1
→ -10	1	7	16	0.9	9	0	-9	10
CC(NS(=O)(=O)c1ccccc1)C(c1cccs1)N1CCN(C)CC1 (centres undefined)
→ 7	1.1	-5	8	0.93	12	-11	0	7
CSc1cccc(NC(=O)c2ccc(Cl)nc2)c1
→ 4	0.98	3	29	0.85	1	2	-1	15
CN(CC(=O)NCc1cccs1)CC(=O)Nc1ccc(F)c(F)c1F
→ 3	0.99	-9	11	1	7	1	-3	-4
COc1ccc(N(CC(=O)NCCc2ccc(OC)c(OC)c2)S(=O)(=O)c2ccc(OC)c(OC)c2)cc1
→ 3	1.1	-1	15	1.1	-7	-10	-3	-10
COc1cc2c(cc1OC)CN(C(=O)c1ccccc1C(=O)O)CC2
→ 10	1.1	1	-12	1	1	-7	-1	-2
COc1ccc(CC(=O)N(c2ccccc2)c2nc(C)cs2)cc1
→ 7	0.95	1	6	0.9	4	4	1	10
Cc1[nH]c(=O)[nH]c1C(=O)CCCCC(=O)O
→ -9	1	5	-6	1	-16	-2	-8	-3
CC(=O)N(CCc1ccccc1C)Cc1cc2ccc(C)cc2[nH]c1=O
→ 14	0.99	9	6	1.1	5	1	-3	-9
Cc1c(CCOC(=O)c2cc([N+](=O)[O-])cc([N+](=O)[O-])c2)sc[n+]1CC(=O)c1ccccc1
→ 12	0.81	2	14	0.92	29	19	-9	8
Cc1cc(OCC(=O)NCCc2ccc(S(N)(=O)=O)cc2)c2c(C)c(C)c(=O)oc2c1
→ -2	0.99	-5	8	1.1	6	1	-5	-5

An excerpt from above in order of the NALP3 yeast inh value, lowest first.
mol	mIAP act	NALP3 yeast inh	hIAP activ	mIAP inh	ATG4B inh	hIAP inh
COc1ccc(OC)c(Cc2nnc(CCC(=O)NCc3nc4ccccc4s3)o2)c1	1	-16	1.2	-3	10	-22
O=C(c1ccccc1)c1c[nH]c(C(=O)C(Cl)(Cl)Cl)c1	0.99	-10	1	1	-6	-1
CN(CC(=O)NCc1cccs1)CC(=O)Nc1ccc(F)c(F)c1F	0.99	11	1	1	-3	-4
CC(C)(C)c1ccc(OCC(=O)N/N=C/c2cc(Br)ccc2OC(=O)c2ccco2)cc1	0.79	15	1.2	21	-4	-18

(further entries)
The line under a structure holds: tim10-1 inh	mIAP act	Apaf1 inhib	NALP3 yeast inh	hIAP activ	TIM10 inh	mIAP inh	ATG4B inh	hIAP inh
CC(=O)Nc1nc(SCC(=O)NCc2ccc(F)cc2)[nH]c(=O)c1NC(=O)c1cccs1
→ 9	0.95	-4	-12	0.95	1	5	-20	5
COCC(C)OC(=O)C(C#N)c1nc2ccccc2nc1N1CCN(Cc2ccccc2)CC1 (centres undefined)
→ 30	0.97	38	15	0.74	3	3	7	26
Cn1c(=O)c2c(SCC(=O)N3CCOCC3)nc(-c3ccccc3F)nc2n(C)c1=O
→ 7	0.95	4	14	1.1	-8	5	-2	-7
Cc1cccc(OCC(=O)NC(=S)N2CCCc3ccccc32)c1
→ -2	0.87	4	14	0.95	11	13	-4	5
NC(=O)Cc1nc2scc(-c3ccccc3)c2c(=O)[nH]1
→ 11	0.95	-2	17	0.89	18	5	8	11
CCOC(=O)[C@H]1[C@H]2COc3cc(OC)ccc3[C@@H]2N2C(=O)CN(C)C(=O)[C@@]12C
→ 10	1.1	1	4	0.9	-1	-13	-6	10
COc1ccc(-n2nc(C(=O)NCC(=O)NC3CCCCC3)c3ccccc3c2=O)c(OC)c1
→ -2	0.97	9	12	0.9	5	2	-9	10
CC(C)(C)c1ccc(OCCC(=O)NNC(=O)c2ccccc2)cc1
→ -14	0.89	5	25	1.6	-12	11	-3	-58
Cc1ccc(COn2c(-c3ccc(Cl)cc3Cl)nc3ncccc32)cc1
→ 17	0.97	25	7	0.98	12	3	2	2
Cc1cc(C)cc(N(CC(=O)NC2CCCC2)C(=O)CNC(=O)c2cccs2)c1
→ -2	0.91	6	2	0.86	11	10	5	14
Cc1ccc(OCC(=O)N(Cc2cccc(Cl)c2)C2CCS(=O)(=O)C2)cc1C (centres undefined)
→ 32	0.96	21	9	1.1	5	4	-5	-14
CCOC(=O)C1CCN(C(=O)c2cccc(NC3=NC4CS(=O)(=O)CC4S3)c2)CC1 (centres undefined)
→ -9	0.92	-2	13	1.1	2	8	-5	-6
Cc1ccc(-n2nc(C)c3c(C)c(CCC(=O)NCc4ccccc4)c(C)nc32)cc1
→ 36	1.3	15	23	1.2	7	-27	-1	-23
CN1CCN(C2=C(Cl)C(=O)C(c3cnc(N4CCCCC4)s3)=C(Cl)C2=O)CC1
→ 72*	0.77	84*	15	0.92	45*	23	3	8
O=C(CCn1c2c(c3ccccc31)CCCC2)NNC(=O)c1cccc([N+](=O)[O-])c1
→ 3	0.98	30	0	1.4	11	2	23	-41
CCOc1ccccc1NC(=O)c1ccccc1-c1nc(-c2ccccc2)no1
→ 20	1	16	23	0.93	10	0	-2	7
Cn1cnc([N+](=O)[O-])c1Oc1ccccc1
→ 11	1.2	8	-1	1.1	6	-16	7	-14
CSc1ccccc1NC(=O)CN(C)C(=O)Cn1c(=O)oc2ccccc21
→ 3	0.98	-2	14	1	-3	2	-9	-2
COc1cc(C(=O)NC(c2ccccc2)c2ccccc2)cc(OC)c1OC
→ 12	1	6	5	0.85	-2	-3	-11	15
O=C(O)/C=C/c1ccc(S(=O)(=O)N2CCN(CCN3C(=O)C4C5C=CC(C5)C4C3=O)CC2)cc1 (centres undefined)
→ -8	0.99	-8	7	1	-1	1	-3	0
COc1ccc(C(=NNc2ccccc2C(=O)O)c2ccc(OC)cc2)cc1
→ 24	0.88	11	22	0.85	31	12	38	15
CCCCCCC(=O)NNC(=O)CC(=O)Nc1ccccc1C(=O)O
→ 10	0.8	10	1	1.1	-9	20	-1	-11
COc1ccc(C2C(C(=O)N3CCCCC3)CC(=O)N2c2ccc(OC)cc2)cc1 (centres undefined)
→ 7	0.95	0	11	0.85	5	5	-11	15
CCN(CC)CCn1c(N)cc(=O)[nH]c1=O
→ 7	0.97	-5	7	1.1	-25	3	4	-14
COC(=O)NCc1ccc(S(=O)(=O)N2CCOCC2)cc1
→ 0	1.2	-7	10	1.2	-8	-18	1	-18
O=C(NCc1nc2ccccc2[nH]1)c1ccccc1F
→ -11	0.9	-20	11	0.92	2	10	0	8
COc1cc(CN2CCCC(C(=O)c3ccc4c5c(cccc35)CC4)C2)cc(OC)c1O (centres undefined)
→ 12	0.84	15	5	0.83	23	16	2	17
COc1ccc(C)cc1NC(=O)c1ccc2c(=O)n3c(nc2c1)CCCCC3
→ 41*	0.96	8	14	1.1	-2	4	-12	-7
Cc1ccc(NC(=O)Cc2ccc(-n3cccc3)cc2)c(C)c1
→ -3	1.2	10	6	1.1	-8	-20	-8	-7
CC(C)CCNC(=O)C(=O)NCc1ccccc1
→ -3	1	6	15	0.92	-12	-1	-4	8
